# Assay outcomes as filed in PubChem.
# LEDGF integ inh – blocks HIV-1 LEDGF/p75-dependent DNA integration; TR-FRET IN-LEDGF/p75 DNA integration, Eu/Cy5; inhibition, % at 3.7 µM; actives 0.64% (n = 370,000); AID 743269;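 active means inhibition above the screen-wide mean plus 3 SD, cut at about 13% in these data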;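 further: signal is the Cy5 over europium emission ratio at 671 and 618 nm; 0% = plate median of compound wells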
# TCR-CD3 inh – blocks the human TCR-CD3 interaction. AID 651800. TAMRA-labeled TCR probe fluorescence, biochemical. actives 0.37% (n = 360,000). inhibition, % at 9.4 µM; in the data active means inhibition above about 19%;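 further: recombinant mutant TCR 2C K166C tagged with TAMRA read by polarization; 0% = receptor in buffer alone and 100% = receptor with positive control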
# SIAE inh – human SIAE inhibition, primary screen | AID 1053197 | inhibition, % at 9.66 µM | Q9HAT2 | SIAE FP-Rh probe binding, fluorescence polarization | actives 0.69% (n = 370,000);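 active means inhibition above a cutoff: mean of compounds within the control limits plus 3 SD of those, cut at about 17% in these data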;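 further: 0% = plate median of compound wells and 100% = probe without SIAE protein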
# TDP2 inh – blocks human TDP2 phosphodiesterase activity | O95551 | recombinant TDP2, T5PNP hydrolysis, p-nitrophenol absorbance 415 nm | inhibition, % at 12.8 µM | actives 0.34% (n = 370,000);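 active means inhibition above the mean of all tested compounds plus 3 SD, set per campaign, cut at about 25% in these data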;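 further: 0% = DMSO with enzyme and 100% = buffer with substrate but no TDP2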
# Target sequence (O95551 whole entry, looked up): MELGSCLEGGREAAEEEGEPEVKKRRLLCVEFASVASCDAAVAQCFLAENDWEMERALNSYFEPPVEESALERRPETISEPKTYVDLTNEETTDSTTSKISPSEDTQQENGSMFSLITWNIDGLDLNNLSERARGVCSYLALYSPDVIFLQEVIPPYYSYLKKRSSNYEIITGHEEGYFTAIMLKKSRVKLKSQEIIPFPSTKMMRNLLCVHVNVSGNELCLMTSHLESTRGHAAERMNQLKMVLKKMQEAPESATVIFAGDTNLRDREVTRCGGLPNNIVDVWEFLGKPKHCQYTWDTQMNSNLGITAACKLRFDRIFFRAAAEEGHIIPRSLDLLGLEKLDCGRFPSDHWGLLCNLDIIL
#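 System: recombinant human TDP2 / Amount: 120 nM TDP2 per well / Also added: 5 mM T5PNP chromogenic substrate / Doses: 12.8 µM single point, 1% DMSO / Incubation: 2 h at 37 °C / Detection: p-Nitrophenol epi absorbance / Evaluation: % inhibition relative to enzyme-containing and enzyme-free wells / Repeats: singlicate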
# UHRF1 MBD2 ctr – blocks human UHRF1 binding to methylated DNA | actives 0.75% (n = 370,000) | inhibition, % at 4.4 µM | UHRF1 binding to methylated oligo, TR-FRET | Q96T88; in the data active means inhibition above about 21%;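 further: UHRF1 SRA domain binding a hemimethylated CpG hairpin DNA probe; 0% = median of test compound wells and 100% = reference inhibitor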
# PG9 binder – PG9 antibody binding by small molecule. TR-FRET gp120-PG9 antibody binding. inhibition, % at 6.7 µM. actives 0.43% (n = 360,000); in the data active means inhibition above about 8.5%
# DDE Tn7 FP inh – DD(E)-Tn7 binding inhibition, primary FP screen; actives 0.13% (n = 370,000); inhibition, % at 8.3 µM; P02675; FP displacement of FITC-Tn7 peptide from fibrin DD(E); 0% = median of compound wells per plate;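 active means inhibition above the mean of compounds falling within the control limits plus 3 SD of them, cut at about 14% in these data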;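 further: 0% = plate median of compound wells and 100% = 10 µM Aha-Tn7 peptide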
#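 Assay system: human fibrin DD(E) protein / Input: 2 µM fibrin DD(E) / Benchmarks: high control of 10 µM Aha-Tn7 peptide / Measured by: fluorescence polarization of the labelled Tn7 tracer / Medium: Tris buffer with calcium and detergent, pH 7.8 / Timing: 10 min compound pre-incubation, 3 h probe incubation at room temperature / Repeats: one replicate per compound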
# HTRA1 inhibitor – blocks human HTRA1 serine peptidase; AID 504803; inhibition, % at 5.96 µM; actives 0.5% (n = 340,000); recombinant HTRA1, FP-rhodamine activity-based probe, fluorescence polarization; in the data active means inhibition above about 36%;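 further: 0% = enzyme with DMSO and 100% = wells lacking enzyme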
# PRMT1 FP inh – PRMT1 (human) inhibition, primary screen; Q99873; recombinant PRMT1, activity-based probe fluorescence polarization; inhibition, % at 2.79 µM; actives 1.3% (n = 370,000);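 active means inhibition above about 21% made by adding two undisclosed values, limit read from the data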
# Target sequence (Q99873 whole entry, looked up): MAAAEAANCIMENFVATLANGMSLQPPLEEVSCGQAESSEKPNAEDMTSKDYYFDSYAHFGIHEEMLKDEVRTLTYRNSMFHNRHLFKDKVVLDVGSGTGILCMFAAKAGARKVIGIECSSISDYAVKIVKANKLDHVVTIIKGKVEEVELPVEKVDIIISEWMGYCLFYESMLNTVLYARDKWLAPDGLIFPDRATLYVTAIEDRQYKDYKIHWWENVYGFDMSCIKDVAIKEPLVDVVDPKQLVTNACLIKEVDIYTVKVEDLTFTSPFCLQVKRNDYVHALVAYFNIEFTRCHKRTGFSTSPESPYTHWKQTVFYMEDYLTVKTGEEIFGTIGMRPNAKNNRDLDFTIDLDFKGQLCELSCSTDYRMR
# mABHD4 FP – inhibitors of mouse ABHD4 | Q8VD66 | purified mABHD4, FP-Rh probe fluorescence polarization | inhibition, % at 8.92 µM | actives 0.54% (n = 370,000) | AID 720543;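 active means inhibition exceeding the mean over every tested compound plus 3 SD, cut at about 30% in these data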;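 further: 0% = plate median of compound wells and 100% = S159A mutant with DMSO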
# Target sequence (Q8VD66 whole entry, looked up): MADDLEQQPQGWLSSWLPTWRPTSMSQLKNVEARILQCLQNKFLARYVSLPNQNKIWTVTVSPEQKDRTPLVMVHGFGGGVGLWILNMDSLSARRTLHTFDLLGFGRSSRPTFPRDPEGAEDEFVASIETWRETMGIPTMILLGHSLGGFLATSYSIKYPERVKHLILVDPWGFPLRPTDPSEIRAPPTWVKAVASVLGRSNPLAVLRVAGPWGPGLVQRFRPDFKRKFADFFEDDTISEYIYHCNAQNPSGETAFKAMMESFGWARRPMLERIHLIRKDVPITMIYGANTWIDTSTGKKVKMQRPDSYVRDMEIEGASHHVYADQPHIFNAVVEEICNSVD
#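 Assay system: wild-type mouse ABHD4 protein; compound: single nominal dose of 8.92 µM, 0.89% DMSO final; schedule: 45 min + 60 min at 25 °C; measured by: FP readout, ex 525 nm / em 598 nm; evaluation: % inhibition of FP-Rh probe binding versus controls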
# Starred values were filed as active, the others as inactive; · = not tested or not shown. Compounds were not picked by outcome (roughly 4.2% active in at least one column).
nr	compound	TCR-CD3 inh	PRMT1 FP inh	LEDGF integ inh	UHRF1 MBD2 ctr	TDP2 inh	DDE Tn7 FP inh	mABHD4 FP	PG9 binder	HTRA1 inhibitor	SIAE inh
1	COC(=O)C1=C(C)N(C)C(=O)NC1c1ccccc1 (centres undefined)	-10	2	2	1	7	-2	0	0.6	-1	2
2	CS(=O)(=O)N1N=C(c2ccco2)CC1c1cccc([N+](=O)[O-])c1 (centres undefined)	-5	1	2	0	19	3	-1	-0.4	5	8
3	O=C(NCCCN1CCCC1=O)c1cc(-c2ccc3c(c2)OCO3)nc2ccccc12	1	-3	1	2	1	-6	2	1.4	0	-4
4	Cc1cc(C)c(S(=O)(=O)Nc2ccccc2C(=O)N2CCCC2)c(C)c1	-1	0	0	0	13	4	4	1.1	1	2
5	c1ccc(CCn2cnc3ccccc32)cc1	-5	7	-1	5	-18	-5	-13	-0.9	5	-4
6	Cc1ccc(-n2c(C)cc(C(=O)NS(=O)(=O)c3ccc(C)cc3)c2C)cc1	4	3	1	2	-3	-10	6	0.9	-1	-3
7	Cc1ccc(Cn2ncc3c(N4CCCC4)ncnc32)cc1	0	-3	-2	0	-2	-8	-3	0.6	0	6
8	CCOc1cc(C)c(C(C)C)cc1S(=O)(=O)N1CCOCC1	7	2	0	-3	6	-2	-2	0.8	0	2
9	O=C(NC1CCCCC1)N1CCN(CCc2ccccc2)CC1	-9	8	-1	4	-5	2	-16	1.1	2	-12
10	O=C(CCc1nc(-c2ccccc2F)no1)Nc1ccc(Oc2ccccc2)cc1	-3	1	-2	-2	2	3	-48	-1.7	-31	-31
11	CCN(CC)C(=O)C1CC(c2ccc(OC)cc2)=NO1 (centres undefined)	6	4	3	-3	3	-5	1	-1.8	2	-3
12	O=C(CCC1CCCC1)NCCS(=O)(=O)N1CCN(c2ccccc2F)CC1	-8	-2	-1	3	-3	4	-8	0.0	0	0
13	CCn1c(Cc2ccccc2)nnc1SCC(=O)c1c(N)n(C2CC2)c(=O)[nH]c1=O	12	-1	-1	0	7	2	4	1.2	5	-3
14	CCOc1cc(/C=N/NC(=O)c2cc(-c3cccnc3)nc3ccccc23)ccc1O	-1	-3	2	-3	-1	2	-7	-1.4	1	13
15	Cc1cccc(NC(=O)C2CCCN2C(=O)OCc2ccccc2)c1 (centres undefined)	4	-5	3	1	-7	0	-6	-0.7	1	-1
16	COc1ccc(C2Nc3ccccc3C(=O)N2Cc2ccncc2)cc1COc1ccc(NC(C)=O)cc1 (centres undefined)	·	0	-1	1	10	2	3	·	·	5
17	O=C(O)C1CCCN1c1nc(-c2ccc(Cl)c(Cl)c2)cc(C(F)(F)F)n1 (centres undefined)	8	-2	6	1	2	0	-6	-0.6	2	0
18	CCCS(=O)(=O)c1c(S(=O)(=O)CCC)c2c(N)cccn2c1C(=O)c1ccc(F)cc1	-13	26*	2	1	1	-4	3	1.4	3	3
19	NC(=S)N/N=C1\CC(c2ccc3c(c2)OCCCO3)Oc2ccc(F)cc21 (centres undefined)	3	3	5	2	-8	-4	-8	-1.2	-28	6
20	Cc1ccc(CCC(=O)Nc2ccc(Cl)cc2Cl)o1	0	-4	9	3	-11	-9	-16	-0.9	-1	-3
21	O=C(Cc1ccccc1[N+](=O)[O-])OCC(=O)c1ccccc1Br	-3	0	-2	8	0	-1	5	1.1	-6	-1
22	COc1ccccc1-c1cnc(C(O)c2ccc(SC)cc2)[nH]1 (centres undefined)	3	-1	0	-1	2	-12	5	-0.9	·	2
23	Cc1cc(OCCCCOc2ccc(C#N)cc2)ccc1[N+](=O)[O-]	6	-2	-3	-2	2	3	-4	0.0	-7	-4
24	Cc1cccc(CCN=C(N)NS(=O)(=O)c2ccccc2)c1	-7	-4	1	0	-9	-2	-4	0.3	-7	3
25	Cc1ccc(S(=O)(=O)N2CCC(C(=O)NCc3cccnc3)CC2)cc1	-4	0	5	-1	-7	0	0	-0.9	5	6
26	CC(=N)C1=C(O)CC(c2ccccc2)CC1=O (centres undefined)	4	0	-1	-1	-7	2	-1	0.8	4	-1
27	CC(C)n1cc(NC(=O)c2cc(-c3ccccc3)on2)cn1	2	4	-3	2	-7	-1	-10	0.1	-1	-9
28	Cc1nc(Nc2ccccc2Cl)sc1C(=O)Nc1ccccc1	1	1	2	0	-6	-4	-6	-1.4	-82	-3
29	CN1CCN(C(=O)c2ccc(-n3cccc3)cc2)CC1	-3	1	-5	1	2	-3	5	0.0	2	-1
30	CCc1nc2c(OCC3COc4ccccc4O3)cccn2c1N(C)C(=O)c1cccc(OC)c1 (centres undefined)	1	-1	20*	-1	-5	0	0	0.1	·	3
31	Cc1ccc(NC(=O)c2ccc3nccnc3c2)c(C)c1	6	1	-7	1	-2	2	-8	0.2	-2	-9
32	COc1ccc2[nH]cc(C(C)c3ccccc3O)c2c1 (centres undefined)	·	3	-3	-1	8	0	4	·	·	5
33	CC(Oc1ccc([N+](=O)[O-])cc1)C(=O)NCC1CCCO1 (centres undefined)	-8	-2	1	7	-18	-6	0	-0.3	6	0
34	C#CCN(Cc1cccc(F)c1)C(=O)c1nnc2c3cc(F)ccc3n(S(=O)(=O)c3ccc(OC)cc3)c2n1	4	-2	1	-1	-4	-1	3	1.9	·	0
35	Cc1cccc(C)c1-n1nnnc1C1c2ccccc2C(=O)N1CCOc1ccccc1 (centres undefined)	-4	3	-3	7	-2	1	6	-0.7	·	10
36	CCn1c(=O)n(CC)c2cc(N3CCCC3)c(NC(=O)c3ccccc3C)cc21	-2	4	-1	23*	-1	-3	11	-9.8	-31	11
37	O=c1[nH]c(=O)n(-c2cc(Br)c(O)c(Br)c2)cc1Br	0	2	-2	-1	15	4	2	-2.0	-5	-1
38	CCC(C)NC(=O)CSc1nc2c(sc3ccccc32)c(=O)n1CCCN1CCOCC1 (centres undefined)	-3	-3	4	1	-18	3	-3	-2.3	6	2
39	NC(Cc1ccc(F)cc1)c1csc(Nc2ccc(C(=O)NCCCO)cn2)n1 (centres undefined)	0	-6	-1	-1	-1	-3	0	-1.1	·	-1
40	COc1ccc(C(=O)Nc2ccc(Oc3ncnc4sc(-c5ccccc5)cc34)cc2)cc1OC	2	0	0	1	-7	5	2	-0.6	8	-2
41	CCOC(=O)/C(C#N)=C/c1c(Oc2cc(C)cc(C)c2)nc2ccccn2c1=O	11	-2	-6	-1	5	5	-9	-1.0	7	3
42	O=C(Nc1ccc(F)cc1)C1C2CCC3C(CCC21)C3(Cl)Cl (centres undefined)	-5	5	-2	-1	-8	10	-7	0.2	·	-6
43	C=CCNC(=O)c1c(CSc2ccccc2)noc1C(=O)NCc1ccccc1	-1	-2	0	1	-12	-1	-8	-3.1	-33	-4
44	O=C(Nc1ccccc1F)C(=O)Nc1cccc2ccccc12	-1	3	2	-1	-8	3	0	-1.0	-7	2
45	Clc1cccc(-c2nc3c4ccccc4ccn3c2CC2CCCCC2)c1	1	-3	-4	15	-6	4	1	0.1	·	-4
46	CCc1noc(C)c1C(=O)NC1CCCc2c1cnn2-c1ccc(C(C)(C)C)cc1 (centres undefined)	8	1	4	-1	8	-1	2	-2.1	0	-5
47	CCOC(=O)C(=O)N/N=C(/c1ccccc1)c1ccc(OC)cc1	8	-3	-2	-2	16	8	-1	-1.4	4	0
48	CCCCN(C(=O)c1ccc(N2CCCC2=O)cc1)c1c(N)n(CCCC)c(=O)[nH]c1=O	-2	-1	2	2	13	-6	-1	-0.7	4	1
49	Cc1ccc(NC(=O)CNC(c2ccccc2)c2ccccc2)c(F)c1	-5	-4	2	0	-13	-10	-18	-0.6	-38	-4
50	O=C(NCCCn1ccnc1)c1cc2ccccc2o1	2	-2	1	-2	16	-1	0	-0.2	-5	2
51	Nc1nonc1-n1nnc(C(=O)N/N=C/c2ccc(O)cc2)c1CN1CCCCCC1	-2	-1	-3	-4	-3	0	4	-0.1	-5	0
52	O=C(O)C1C2C=CC3(CN(Cc4ccncc4)C(=O)C13)O2 (centres undefined)	1	1	2	3	-3	0	-2	-2.4	-1	6
53	CN1/C(=C\C=N\NC(=O)c2ccc(O)cc2)C(C)(C)c2ccccc21	-4	1	-3	-7	7	4	-40	-7.5	-13	-29
54	O=C(CCc1nnc(-c2ccsc2)o1)N1CCCCC1CCn1ccnc1 (centres undefined)	5	-3	2	-1	6	-2	-2	-2.0	-3	-3
55	COc1ccc(OC)c(NC(=O)C2(C)CCN2Cc2ccc(OC)c3ccccc23)c1 (centres undefined)	6	0	-2	0	-1	-2	1	-1.3	·	1
56	Cc1cc(NC(=O)CCS(=O)(=O)c2ccc(F)cc2)no1	11	0	0	1	5	-4	6	-1.0	17	4
57	CCOC(=O)c1c(-c2ccsc2)csc1N	-1	3	-2	-4	-2	1	1	0.7	-5	3
58	CN1CCN(c2ccccc2NC(=O)c2ccc3c(c2)OCCO3)CC1	3	-2	-2	-3	10	1	5	1.1	4	4
59	COc1ccccc1CCNC(=O)CCn1nc(C)c2c(C)n(-c3ccccc3)nc2c1=O	0	0	3	3	-3	-3	-10	-2.2	-1	-3
60	CN(Cc1ccccc1)c1nc(-c2ccc([N+](=O)[O-])cc2)nc2ccccc12	7	2	-2	2	-7	3	1	-0.8	1	-1

# (list continues)
nr	compound	TCR-CD3 inh	PRMT1 FP inh	LEDGF integ inh	UHRF1 MBD2 ctr	TDP2 inh	DDE Tn7 FP inh	mABHD4 FP	PG9 binder	HTRA1 inhibitor	SIAE inh
61	O=C(Nc1cc(S(=O)(=O)N2CCOCC2)ccc1N1CCCC1)c1ccc(Cl)cc1	10	12	1	-1	0	3	6	0.2	-8	-3
62	CC1CN(CC(=O)c2c(N)n(Cc3ccccc3)c(=O)n(C)c2=O)CC(C)O1 (centres undefined)	-3	-4	0	-1	0	-2	1	0.2	4	-9
63	COc1ccccc1OCc1ccc(C(=O)NCC(C)C)o1	7	-1	4	-2	-7	-4	-7	-1.1	-7	6
64	Cc1ccc(-c2nc3ncccc3o2)cc1NC(=O)CC(C)C	2	2	-1	-3	12	4	2	-0.9	1	0

# Complete entries, looked up by structure. Screens in order: TCR-CD3 inh | PRMT1 FP inh | LEDGF integ inh | UHRF1 MBD2 ctr | TDP2 inh | DDE Tn7 FP inh | mABHD4 FP | PG9 binder | HTRA1 inhibitor | SIAE inh
# Results for O=c1[nH]c(=O)n(-c2cc(Br)c(O)c(Br)c2)cc1Br : 0 | 2 | -2 | -1 | 15 | 4 | 2 | -2.0 | -5 | -1
# Results for CCc1nc2c(OCC3COc4ccccc4O3)cccn2c1N(C)C(=O)c1cccc(OC)c1 (centres undefined) : 1 | -1 | 20* | -1 | -5 | 0 | 0 | 0.1 | · | 3
# Results for CCOc1cc(C)c(C(C)C)cc1S(=O)(=O)N1CCOCC1 : 7 | 2 | 0 | -3 | 6 | -2 | -2 | 0.8 | 0 | 2
